# Bioassay records as filed in PubChem.
# NPSR antag: antagonists of human neuropeptide S receptor cAMP signaling; actives 1% (n = 220,000); Potency, µM (series often up to 38.3 µM), inactives show at the top dose activity change, negative = inhibition, actives largely listed as inhibitors; CHO-NPSR cells, cAMP TR-FRET, antagonist mode; Q6W5P4; further: on the % scale 0 is the no-effect control and ±100 the full control effect; nearly all actives have a fitted effect of over 50% in size; many of its hits are not listed in these tables
# RGS12 GoLoco inh: RGS12 GoLoco-Gai1 interaction inhibition; Gai1:RGS12 GoLoco peptide FP, rhodamine, 10 min; actives 0.44% (n = 230,000); Potency, µM (series often up to 61.6 µM), for the others: at the highest dose activity, negative = inhibition, most hits filed as inhibitors; active means well fitted inhibition curve with a large enough effect, not every such curve was filed as active; inactive means no such curve, though single readings can be large or run the other way; further: on the % scale 0 is the no-effect control and ±100 the full control effect; nearly all actives have a fitted effect of over 30% in size; many of its hits are not listed in these tables
# Target sequence (P63096 whole entry, looked up): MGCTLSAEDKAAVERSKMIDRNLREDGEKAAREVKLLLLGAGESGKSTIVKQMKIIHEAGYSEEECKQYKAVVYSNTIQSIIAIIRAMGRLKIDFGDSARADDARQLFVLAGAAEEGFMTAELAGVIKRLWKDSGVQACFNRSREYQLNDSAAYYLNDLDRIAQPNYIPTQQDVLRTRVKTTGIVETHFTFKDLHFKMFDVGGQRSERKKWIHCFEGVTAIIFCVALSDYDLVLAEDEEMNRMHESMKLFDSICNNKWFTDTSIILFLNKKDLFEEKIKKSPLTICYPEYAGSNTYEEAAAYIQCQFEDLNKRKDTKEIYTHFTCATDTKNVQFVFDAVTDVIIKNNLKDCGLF
# SMN2 splice up: increases expression of the SMN2 splice variant. HEK293 SMN2-luciferase splicing reporter, luminescence, 30-36 h. Potency, µM (titrated, usually from 46.1 µM), without a hit: top-dose activity change, positive = activation, hits mostly activators. actives 2.8% (n = 210,000); further: % of control where 0% means no effect; nearly all actives have a fitted effect of over 55% in size
#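 HEK293 cells carry an SMN2 […]–luciferase reporter in which exon 7 inclusion puts luciferase in frame. Cells were plated 10-12 h before compound addition, then incubated 30-36 h at 37C. ONE-Glo luminescence was read; sodium butyrate at 4.5 mM final served as control.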
# Epigenetic reg: derepresses silenced GFP reporter in murine cells | murine LDR cells, GFP reporter derepression, 30 h | AID 1865 | actives 0.2% (n = 280,000) | Potency, µM (doses to about 53.9 µM), inactives show top-dose GFP activation, usual class: activators; further: % of control where 0% means no effect; nearly all actives have a fitted effect of over 60% in size
#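 Murine LDR cells bearing a silenced CMV-driven GFP reporter were exposed to compound for 30 h at 37 C. After PBS washes, GFP-positive cells (20-120 um objects) counted by laser-scanning microplate cytometry.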
# RECQ1 helicase: inhibitors of human RECQ1 DNA helicase; P46063; actives 0.54% (n = 240,000); RECQ1 DNA unwinding, red fluorescence kinetic read; Potency, µM (titrated, usually from 57.3 µM), for inactives: at the highest dose activity, negative = inhibition, hits mostly inhibitors;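 further: plate controls were vehicle for no effect and no enzyme for full effect; nearly all actives have a fitted effect of over 30% in size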
# Target sequence (P46063 whole entry, looked up): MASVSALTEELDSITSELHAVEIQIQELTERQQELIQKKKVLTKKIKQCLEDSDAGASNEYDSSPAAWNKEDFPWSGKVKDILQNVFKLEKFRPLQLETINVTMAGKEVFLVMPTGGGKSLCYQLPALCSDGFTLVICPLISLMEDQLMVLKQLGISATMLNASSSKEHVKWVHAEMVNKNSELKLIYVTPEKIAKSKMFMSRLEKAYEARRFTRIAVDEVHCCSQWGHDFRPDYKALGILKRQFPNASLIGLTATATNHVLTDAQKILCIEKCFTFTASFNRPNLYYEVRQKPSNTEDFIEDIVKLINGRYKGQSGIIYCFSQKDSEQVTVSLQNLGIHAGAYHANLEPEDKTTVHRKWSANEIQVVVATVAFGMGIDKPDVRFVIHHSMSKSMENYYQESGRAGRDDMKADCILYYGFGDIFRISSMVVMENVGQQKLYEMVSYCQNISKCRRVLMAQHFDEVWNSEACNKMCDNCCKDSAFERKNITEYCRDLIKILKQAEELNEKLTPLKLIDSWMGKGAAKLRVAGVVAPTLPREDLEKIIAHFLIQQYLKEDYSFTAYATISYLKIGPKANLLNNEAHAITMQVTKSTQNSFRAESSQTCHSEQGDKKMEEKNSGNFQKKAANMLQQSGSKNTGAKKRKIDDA
#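 50 nM RECQ1T1 preincubated 15 min with compound in Tris pH 8.0 buffer with MgCl2, DTT, Tween-20 and 2.5 ug/ml poly(dI-dC); started with 200 nM TAMRA/BHQ-2 forked duplex and 2 mM ATP. Unwinding read as fluorescence (525/598 nm), two reads 2 h apart.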
# JMJD2E inh: blocks human JMJD2E demethylase activity | Potency, µM (top dose mostly 57.1 µM), for the others: top-dose activity change, negative = inhibition, hits mostly inhibitors | actives 1.6% (n = 230,000) | B2RXH2 | AID 2147 | JMJD2E catalytic domain, FDH-coupled NADH fluorescence (FDH is formaldehyde dehydrogenase); active means well fitted inhibition curve with a large enough effect, not every such curve was filed as active; inconclusive means small, poorly fitted or top-dose-only effect, or another doubt; inactive means no such curve, though single readings can be large or run the other way;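 further: 0% = wells with enzyme and -100% = buffer wells without enzyme; nearly all actives have a fitted effect of over 50% in size; many of its hits are not listed in these tables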
# IMPase Li cell: membrane-permeable IMPase blocker, potentiated with lithium. CHO-M1 cells, IP1 TR-FRET (IP-One), carbachol + lithium. Potency, µM (series often up to 59.4 µM), inactives show at the top dose activity, negative = IMPase inhibition, actives largely listed as inhibitors. actives 0.35% (n = 210,000). AID 1457;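 further: IP1 builds up when IMPase is blocked and the TR-FRET signal falls; plate controls were basal vehicle for no effect and high inhibitor control for full effect; nearly all actives have a fitted effect of over 50% in size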
#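 Steps: plate 2000 CHO-M1 cells per well and culture 16–30 h; add compound and lithium; incubate 30 min, 37C; add d2-IP1 tracer and Eu cryptate anti-IP1 antibody in lysis buffer; read after 10 min at room temperature.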
# Luc counter: Kinase-Glo luciferase inhibition (counter-screen). Q27757. Kinase-Glo luciferase, ATP luminescence, 8 min. Potency, µM (series often up to 38.3 µM), for inactives: at the highest dose activity change, negative = inhibition, hits mostly inhibitors. actives 0.28% (n = 200,000); further: on the % scale 0 is the no-effect control and ±100 the full control effect; nearly all actives have a fitted effect of over 60% in size
#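 Compound is pinned into ATP-containing buffer (10 uM ATP, imidazole pH 7.2, 7 mM MgCl2). Kinase-Glo luciferase reagent is then added. Light output is recorded following an 8-min room-temperature incubation.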
# * marks the source's active call; other numbers are inactive results; i = inactive; u = inconclusive; x = not tested or not shown; [ ] = dose if it differs, or a comment. Unless noted, the call rests on the fitted dose curve; in most records, active means well fitted curve in the direction sought with a large enough effect; inconclusive means small, poorly fitted or top-dose-only effect, or another doubt; inactive means no such curve, though single readings can be large; an effect the other way counts as inactive or inconclusive. Potency means the concentration at half of the fitted maximal effect. Only part of the results is shown; the hit share may differ from the screen's.
SMILES,NPSR antag,RGS12 GoLoco inh,SMN2 splice up,Epigenetic reg,RECQ1 helicase,JMJD2E inh,IMPase Li cell,Luc counter
N/C(=N\OC(=O)CC(c1ccccc1)c1ccccc1)c1cccnc1,-23%,4%,-10%,0.0%,i,7%,17%,0%
COc1ccc(OC)c(/C(O)=C/C(=O)C(=O)Nc2cc(C)ccc2OC)c1,-4%[46.1 µM],10%,-31%[inhibitor],-1.0%,-17%,-8%,32%[activator][38.3 µM],1%
CCOC(=O)c1sc(NC(=O)C(OC(C)=O)c2ccccc2)nc1C (stereo unspecified),-10%,5%,35µM*,0.0%,5%,1%,4%,-2%
O=c1c2cnn(-c3ccccc3)c2nnn1Cc1ccccn1,-6%[46.1 µM],2%,-26%,-4.0%,-9%,-13%,22%[38.3 µM],-1%
COc1ccc(/C=N/NC(=O)c2cc(C(C)(C)C)[nH]n2)cc1COc1ccc(F)cc1F,-21%,3%,-15%,-2.6%,-24%,u,4%,-1%
c1cncc(Nc2nc(-c3ccncc3)cs2)c1,-7%[46.1 µM],-3%,-2%,-3.9%,-12%,-4%,20%[38.3 µM],-3%
CCn1c(=O)c(C(=O)Nc2ccsc2C(=O)OC)c(O)c2ccccc21,u,-4%,-5%,2.3%,-1%,-27%,u,0%
O=C(c1cnn(C(=O)COc2ccc(Cl)cc2)c1)c1ccccc1O,6%,4%,0%,-0.8%,-11%,-6%,6%,4%
O=C1c2ccccc2C2(c3ccccc3)NCCN12 (stereo unspecified),-28%[7.67 µM],13%,-10%,-3.6%,-5%,-13%,-6%[38.3 µM],-4%
Cc1cccc(CN(C)CCc2ccccn2)c1,-2%[46.1 µM],-16%,5%,-1.4%,u,-15%,8%[38.3 µM],-1%
COC(=O)c1ccccc1NC(=O)CSc1nc(N)cc(=O)[nH]1,-9%,9%,x,-5.4%,-26%,-3%,0%,-7%
CCn1c(SCC(=O)NNC(=S)Nc2ccc(C)cc2)nnc1-c1ccc(Cl)cc1,4%,2%,9%,-1.0%,2%,6%,6%,1%
CS(=O)(=O)N1CCC(C(=O)Nc2ccccc2F)CC1,-3%[46.1 µM],-1%,u,-1.0%,i,1%,-4%[38.3 µM],7%
CC(=O)NC(Cc1cccc(C)c1)C(=O)NC1CCN(c2ncccc2[N+](=O)[O-])CC1 (stereo unspecified),-19%[46.1 µM],x,x,1.5%,-8%,5%,x,x
Cc1ccccc1NS(=O)(=O)c1ccc2[nH]cc(C(=O)N(C)Cc3ccco3)c(=O)c2c1,-8%[46.1 µM],12%,-6%,1.5%,32µM*,u,-4%[38.3 µM],2%
CCN(CC)c1ccc(NC(=O)COC(=O)c2ccc3ccccc3n2)cc1,-19%[46.1 µM],-34%,23%,-1.0%,i,-13%,26%[38.3 µM],-8%
COc1ccc(/C=C/C(=O)Nc2cccc(C(C)=O)c2)cc1,7%,9%,11µM*,0.0%,-12%,-11%,2%,-3%
O=C(CCCc1nc2ccccc2s1)NNC(=O)CCN1CCN(Cc2ccccc2)CC1,12%,2%,-4%,0.7%,-8%,-4%,10%,1%
O=C(NCc1ccccc1)c1ccc(CSc2ccccc2)o1,-21%,6%,-11%,0.0%,i,-8%,15%,0%
O=C(CN1C(=O)NC2(CCCc3ccccc32)C1=O)NCc1ccco1 (stereo unspecified),-2%[46.1 µM],6%,12%,-1.7%,i,u,-14%[38.3 µM],3%
O=C(CN1C(=O)c2cccc3cccc1c23)Nc1ccccc1,5%,33%[activator],-5%,1.1%,-2%,u,-21%,-2%
CCCn1c(C)cc(/C=C(\C#N)C(=O)OCC(=O)Nc2cc(OC)c(OC)c(OC)c2)c1C,31%,16%,14µM*,0.0%,-9%,-9%,1%,3%
CC[C@@H]1C(c2cccc(C)c2)=NN(c2ccccc2)[C@H]1C(=O)N1CCOC1=O,x,6%[88.7 µM],x,-5.0%,-22%[81.1 µM],x,-12%,-1%[39.9 µM]
COC(=O)C(CCSC)NC(=O)C12CC3CC(CC(C3)C1)C2 (stereo unspecified),0%[46.1 µM],4%,-18%,3.9%,i,1%,25%[38.3 µM],4%
O=C(O)CCC(=O)Nc1ccc(N=Nc2ccccc2)cc1,-8%,5%,10%,-0.5%,i,-6%,3%,0%
CC(=O)N1N=C(c2c(-c3ccccc3)c3cc(C)ccc3[nH]c2=O)CC1c1ccco1 (stereo unspecified),-35%,4%,-1%,2.3%,i,u,-6%,-1%
CCCC(=O)Nc1ccc(Cl)c(NC(=O)c2cccnc2Cl)c1,-1%[46.1 µM],-14%,-13%,-0.3%,i,2%,-4%[38.3 µM],-1%
CCc1ccc(C(C)NC(=O)Cn2cnc3c(=O)n(C)c(=O)n(C)c32)cc1 (stereo unspecified),-1%[46.1 µM],5%,-24%,-2.0%,0%,5%,-6%,-2%
CCn1ccnc1CNC(=O)CC1C(=O)NCCN1Cc1ccccc1F (stereo unspecified),-8%,3%,-2%,2.1%,-1%,u,6%,0%
COC(=O)c1sc(N)c(C(=O)OC)c1COC(=O)CNS(=O)(=O)c1ccc(C)c(C)c1,-4%,43%[activator],-11%[1.84 µM],1.9%,-7%,-1%,10%,-1%

# For reference, 9 of the compounds above.
SMILES,NPSR antag,RGS12 GoLoco inh,SMN2 splice up,Epigenetic reg,RECQ1 helicase,JMJD2E inh,IMPase Li cell,Luc counter
O=C(NCc1ccccc1)c1ccc(CSc2ccccc2)o1,-21%,6%,-11%,0.0%,i,-8%,15%,0%
O=C(CN1C(=O)NC2(CCCc3ccccc32)C1=O)NCc1ccco1 (stereo unspecified),-2%[46.1 µM],6%,12%,-1.7%,i,u,-14%[38.3 µM],3%
O=C(CN1C(=O)c2cccc3cccc1c23)Nc1ccccc1,5%,33%[activator],-5%,1.1%,-2%,u,-21%,-2%
CCCn1c(C)cc(/C=C(\C#N)C(=O)OCC(=O)Nc2cc(OC)c(OC)c(OC)c2)c1C,31%,16%,14µM*,0.0%,-9%,-9%,1%,3%
CC[C@@H]1C(c2cccc(C)c2)=NN(c2ccccc2)[C@H]1C(=O)N1CCOC1=O,x,6%[88.7 µM],x,-5.0%,-22%[81.1 µM],x,-12%,-1%[39.9 µM]
COC(=O)C(CCSC)NC(=O)C12CC3CC(CC(C3)C1)C2 (stereo unspecified),0%[46.1 µM],4%,-18%,3.9%,i,1%,25%[38.3 µM],4%
O=C(O)CCC(=O)Nc1ccc(N=Nc2ccccc2)cc1,-8%,5%,10%,-0.5%,i,-6%,3%,0%
CC(=O)N1N=C(c2c(-c3ccccc3)c3cc(C)ccc3[nH]c2=O)CC1c1ccco1 (stereo unspecified),-35%,4%,-1%,2.3%,i,u,-6%,-1%
CCCC(=O)Nc1ccc(Cl)c(NC(=O)c2cccnc2Cl)c1,-1%[46.1 µM],-14%,-13%,-0.3%,i,2%,-4%[38.3 µM],-1%

# Next compounds follow:
SMILES,NPSR antag,RGS12 GoLoco inh,SMN2 splice up,Epigenetic reg,RECQ1 helicase,JMJD2E inh,IMPase Li cell,Luc counter
O=C(CC(=O)c1ccccc1)Nc1cccnc1,19%,6%,4%,-1.1%,-11%,-9%,-2%,-4%
Cc1cccc(OCCN2C(=O)c3ccccc3C2=O)c1,-36%,13%,19%,-0.1%,i,-8%,14%,-2%
O=C(OCc1nc2ccc(Cl)cc2n1CCO)c1ccccc1,5%,25%,2%,-3.2%,1%,-2%,-6%,2%
O=C(c1ccc2nc(N3CCOCC3)sc2c1)N1CCN(C(=O)c2ccco2)CC1,-9%[46.1 µM],8%,-7%,0.7%,-2%,-6%,-1%[38.3 µM],1%
Cc1cccc(CSc2nnc3c(n2)[nH]c2ccccc23)c1,-25%,1%,x,-1.7%,8%,7%,x,x
CC1(C)CC(NC(=O)C23CCC(C)(/C(=N/O)C2)C3(C)C)CC(C)(C)N1 (stereo unspecified),-3%[7.67 µM],6%,17%,0.4%,-15%,4%,-9%[38.3 µM],-5%
CCc1cc2c(CN3CCN(CC)CC3)cc(=O)oc2cc1O,-3%[46.1 µM],3%,11%,2.9%,-2%,u,12%[38.3 µM],1%
OCCNCc1cccc(OCc2ccccc2Cl)c1,5%,-24%,-25%,-3.4%,i,4%,-3%,3%
CC1(C)CC(C#N)(N2CCOCC2)CCO1 (stereo unspecified),20%[46.1 µM],-4%,7%,-1.1%,-5%,-1%,-14%[38.3 µM],1%
Cc1cccc(Cn2nc(C)cc2NC(=O)Cn2cc([N+](=O)[O-])cn2)c1,-3%,5%,1%,1.1%,-3%,6%,-1%,-4%
O=C(O)C1CC(=O)N(Cc2cccs2)C1 (stereo unspecified),-20%[7.67 µM],-3%,-8%,6.7%,-3%,-5%,-3%[38.3 µM],-3%
O=C(NCc1ccccn1)c1ccc2nc(-c3ccco3)c(-c3ccco3)nc2c1,-23%[46.1 µM],-25%,-16%,-0.9%,16µM*,u,12%[38.3 µM],0%
O=c1oc2ccc(Cl)cc2nc1/C=C(\O)c1ccco1,21%,16%,x,u,-4%,u,x,x
O=C(COC(=O)CSc1ccc2ccccc2c1)NC1CCCC1,7%,-2%,13%,2.3%,-9%,-10%,-6%,0%
CCOCC(=O)Nc1nnc(COC)s1,-1%[46.1 µM],1%,8%,-2.3%,-13%,1%,5%,1%
CCOC(=O)c1ccc(Nc2ncnc3ccc(C)cc23)cc1,-6%[46.1 µM],0%,-21%,-2.1%,-10%,u,-14%[38.3 µM],-4%
Cc1ccc(S(=O)(=O)NNC(=S)Nc2ccc(Cl)cc2)cc1,-17%,16%,x,-1.1%,-4%,2%,x,x
Cc1cc(/C=C2/SC(=S)N(c3ccc([N+](=O)[O-])cc3)C2=O)c(C)n1-c1cccnc1,-22%,56%[activator],-101%[inhibitor],-4.8%,-2%,-28%,2%,-2%
O=C(O)C/C=C\CC(=O)O,x,3%[14.2 µM],-7%[9.22 µM],x,x,x,-1%,-2%[7.66 µM]
CCOC(=O)N1CCN(C(=O)c2cc(-c3ccc(F)cc3)[nH]c2C)CC1,-1%[46.1 µM],0%,-3%,-1.1%,-1%,4%,1%[38.3 µM],-7%
S=C(NCc1cccs1)Nc1cccc(Cl)c1,7%[46.1 µM],4%,-12%,0.9%,-7%,9%,3%,-1%
